Screens as filed in PubChem BioAssay.
Sm TGR block = blocks Schistosoma mansoni thioredoxin glutathione reductase. Q962Y6. purified TGR, DTNB reduction, TNB absorbance 405 nm. Potency, µM (highest dose often 114 µM), for inactives: top-dose activity change, negative = inhibition, most hits filed as inhibitors. 360,000 compounds, 3% hits. AID 485364; note: potency is the fitted concentration of half-maximal effect; % is set by controls: 0 for no effect and ±100 for the full control effect; nearly all actives have a fitted effect of over 60% in size
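TGR 20 nM + NADPH 100 uM (dispensed conc.), cpd preinc 15 min RT; start with NADPH (500 uM addition) then DTNB (15 mM addition). Kinetic TNB absorbance, 405 nm filter. Four-parameter Hill fit across titration.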
Pf growth 96h = P. falciparum growth inhibition at 96 hour, primary screen for plastid delayed-death inhibitors; P. falciparum luciferase reporter growth, 96 h; 320,000 compounds, 6.9% hits; Potency, µM (highest dose often 28.7 µM), without a hit: top-dose activity change, negative = inhibition, most hits filed as inhibitors; AID 504834; note: potency is the fitted concentration of half-maximal effect; % is set by controls: 0 for no effect and ±100 for the full control effect
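Delayed-death screen, second-generation endpoint: infected erythrocytes, 2% hematocrit, 0.05% parasitemia final; 96 hours at 37 C, 5% CO2; luciferase detection reagent; luminescence decrease equals reduced growth.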
FBPA Giardia inh = blocks Giardia fructose-bisphosphate aldolase activity. A8B2U2. purified Giardia FBPA. Potency, µM (top dose mostly 59.6 µM), inactives show top-dose activity, negative = inhibition, usual class: inhibitors. 290,000 compounds, 0.71% hits. AID 2451; note: potency is the fitted concentration of half-maximal effect; % is set by controls: 0 for no effect and ±100 for the full control effect; nearly all actives have a fitted effect of over 55% in size
Target sequence (A8B2U2 whole entry, looked up): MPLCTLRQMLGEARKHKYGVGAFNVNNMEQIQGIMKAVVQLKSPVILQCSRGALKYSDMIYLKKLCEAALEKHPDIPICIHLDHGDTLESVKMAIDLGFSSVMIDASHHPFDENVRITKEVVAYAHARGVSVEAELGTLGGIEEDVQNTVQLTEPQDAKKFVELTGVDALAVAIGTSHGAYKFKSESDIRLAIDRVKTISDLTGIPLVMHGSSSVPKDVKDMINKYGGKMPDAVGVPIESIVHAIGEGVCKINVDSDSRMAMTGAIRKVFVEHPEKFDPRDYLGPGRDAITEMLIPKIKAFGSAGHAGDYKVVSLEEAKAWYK
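Giardia FBPA (40 nM reagent) was preincubated 10 min at RT with compound (up to 57.5 uM final), then substrate plus GAPDH/TPI/NAD/arsenate coupling system with diaphorase/resazurin was added; resorufin fluorescence (525/598 nm) was read after 20 min.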
Shiga toxin inh = inhibitors of Shiga toxin in Vero cells; Vero cells, Shiga toxin protein synthesis inhibition reporter; inhibition, % at 38.7 µM; 290,000 compounds, 9.2% hits; AID 2315; in the data active = inhibition mostly above about 28%, no sharp cut-off; inactive = mostly below about 43%; note: 0% is about no effect
Cycloheximide cs = affects cycloheximide protein synthesis inhibition readout, counter-screen | max response, % | 300,000 compounds, 12% hits | cell reporter, cycloheximide protein synthesis inhibition counterscreen | AID 2314; in the data active = max response mostly above about 13%, no sharp cut-off; inactive = mostly below about 14%; note: read at 38.3 µM for the half of the compounds with a filed dose; 0% is about no effect
Pf growth 48h = P. falciparum growth inhibition at 48 hours (one generation); P. falciparum luciferase growth in erythrocytes, 48 h; Potency, µM (titrated, usually from 28.7 µM), for the others: at the top dose activity change, negative = inhibition, actives largely listed as inhibitors; 310,000 compounds, 5.9% hits; AID 504832; note: potency is the fitted concentration of half-maximal effect; % is set by controls: 0 for no effect and ±100 for the full control effect
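Luminescence readout; reporter = integrated firefly luciferase in P. falciparum. RBC culture at 2% hematocrit, 0.1% parasitemia final, 37 C/5% CO2; decreased signal taken as growth inhibition.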
Numbers without * were called inactive; ? = inconclusive; . = no result given; [ ] = dose if it differs, or a comment. Unless noted, calls come from the whole dose curve; as a rule, active = well fitted curve in the direction sought with a large enough effect; inconclusive = small, poorly fitted or top-dose-only effect, or another doubt; inactive = no such curve, though single readings can be large; an effect the other way counts as inactive or inconclusive.

SMILES | Sm TGR block | Pf growth 96h | FBPA Giardia inh | Shiga toxin inh | Cycloheximide cs | Pf growth 48h
O=C(Cc1n[nH]c(=O)c2ccccc12)NCc1ccccc1 | 1% | -5% | 4% | -1 | -2 | -5%
Nc1nnc(CSCc2ccc(Cl)cc2Cl)s1 | 0% | 2% | 2% | 11 | -3 | 18%
CC1C2CC(C/C2=N/NC(=O)c2cccs2)C1(C)C (stereo unspecified) | -3% | 13% | -8% | 24 | 11 | -9%
CN(C)CCn1c(=S)[nH]c2ccc(Cl)cc2c1=O | 4% | -3% | -5% | -8 | -6 | 10%
NS(=O)(=O)c1ccc(CCNC(=O)Cc2ccc(S(=O)(=O)N3CCCC3)s2)cc1 | -23% | -12% | -10% | -3 | -1 | -21%
Cc1ccc(-n2nnc3c(SCC(=O)NCc4ccco4)ncnc32)cc1 | -26% | -15% | 3% | 17 | 5 | 13%
COc1cccc(S(=O)(=O)NC2CCN(C#N)C2)c1 (stereo unspecified) | -2% | 44%[activator] | . | . | . | 40%[activator]
Cc1ccc(C(=O)NCc2ccncc2)cc1S(=O)(=O)N1CCOCC1 | -13% | -4% | -1% | -2 | -3 | 11%
ONC(=Nc1cccc(C(F)(F)F)c1)c1cccnc1 | -3% | 30% | -16% | -6 | 1 | ?
O=C1C2C3C=CC(C3=C(c3ccccc3)c3ccccc3)C2C(=O)N1CCO (stereo unspecified) | 8% | . | -1% | -21 | -6 | ?
COc1ccc(/C=N/NC(=O)c2nnn(-c3nonc3N)c2CN(C)C2CCCCC2)cc1 | -7% | 17% | -1% | -2 | -4 | 31%[activator]
Oc1cc(O)c2c(c1)O[C@H](c1ccc(O)c(O)c1)[C@H](O)C2 | ? | 4% | -1% | -4 | -2 | 2%
Cc1ccc(S(=O)(=O)N2CCCCC2)cc1C(=O)N(CCc1ccccc1)Cc1ccccc1 | 3% | 9.3µM* | . | . | . | 13µM*
O=C(N/N=C/c1ccc([N+](=O)[O-])cc1)c1c[nH]c2ccccc12 | 1% | ? | -13% | 36 | 26* | -1%
CC(C(=O)Nc1ccc(S(=O)(=O)Nc2ncccn2)cc1)N1C(=O)c2ccccc2S1(=O)=O (stereo unspecified) | -3% | 18% | . | . | . | ?
COc1ccc([N+](=O)[O-])cc1NS(=O)(=O)c1cccc(C(=O)O)c1 | -8% | 24% | 6% | -10 | -1 | 4%
CCOc1ccc(S(=O)(=O)NCCC(=O)NCc2ccc(OC)c(OC)c2)cc1 | -17% | -14% | . | . | . | -5%
S=c1[nH]nc(-c2cccc3ccccc23)n1-c1cccnc1 | 10% | 8% | -2% | -3 | 1 | 14%
Cc1csc(C(=O)NCC(=O)NNC(=O)c2cccc(Cl)c2)c1 | 1% | 7% | . | 2 | 7 | -2%
CCn1nc(CC(C)C)cc1C(=O)N1CCCC(Nc2ccc(F)cc2)C1 (stereo unspecified) | -31% | ? | . | 0 | 5 | -3%
O=C(Cc1cccs1)N1CCN=C1SCc1cccc(F)c1 | 7% | 19% | 0% | -5 | 1 | -7%
Cc1ccc(C)c(NC2=C(Cl)C(=O)OC2OC(=O)c2ccco2)c1 (stereo unspecified) | -30% | -35% | -1% | 16 | 1 | .
COc1ccccc1CNC(=O)c1sccc1-c1ccccc1 | 3% | ? | 1% | 11 | 0 | ?
Cc1cc(C)n2cc(CSc3nnc(-c4ccccc4)o3)nc2n1 | 7% | ? | -7% | 68 | 2 | -8%
Cc1nc(-c2ccc(S(=O)(=O)Oc3ccc(Cl)cc3Cl)s2)cs1 | 12% | 0% | -2% | 3 | -2 | 0%

Five of the compounds above, with values under each structure.
Below each compound – Sm TGR block | Pf growth 96h | FBPA Giardia inh | Shiga toxin inh | Cycloheximide cs | Pf growth 48h
O=C(N/N=C/c1ccc([N+](=O)[O-])cc1)c1c[nH]c2ccccc12
→ 1% | ? | -13% | 36 | 26* | -1%
CC(C(=O)Nc1ccc(S(=O)(=O)Nc2ncccn2)cc1)N1C(=O)c2ccccc2S1(=O)=O (stereo unspecified)
→ -3% | 18% | . | . | . | ?
COc1ccc([N+](=O)[O-])cc1NS(=O)(=O)c1cccc(C(=O)O)c1
→ -8% | 24% | 6% | -10 | -1 | 4%
CCOc1ccc(S(=O)(=O)NCCC(=O)NCc2ccc(OC)c(OC)c2)cc1
→ -17% | -14% | . | . | . | -5%
S=c1[nH]nc(-c2cccc3ccccc23)n1-c1cccnc1
→ 10% | 8% | -2% | -3 | 1 | 14%

Remaining list, next part:
SMILES | Sm TGR block | Pf growth 96h | FBPA Giardia inh | Shiga toxin inh | Cycloheximide cs | Pf growth 48h
O=C(COC(=O)Cc1ccc(F)cc1)NC(=O)c1ccccc1 | 6% | -3% | . | . | . | 19%
COc1ccc(NC(=S)N(Cc2cccc(Br)c2)CC2CCC(C(=O)O)CC2)cc1 (stereo unspecified) | 2% | -7% | 4% | -7 | -4 | -2%
COCc1nnc(NS(=O)(=O)c2ccc(C)cc2)s1 | 5% | 33%[activator] | 0% | -3 | -3 | 19%
CCOC(=O)C1=C(C)Nc2nc3ccccc3n2C1c1ccc(O)cc1 (stereo unspecified) | 5% | 11% | 6% | 11 | -1 | -22%
Cc1ccc(C(=O)CCC(=O)Nc2ncccc2C)cc1 | -23% | 37%[activator] | . | . | . | 24%
COc1ccc(C2C(C(=O)N3CCCCC3)CCC(=O)N2c2cc(OC)c(OC)c(OC)c2)cc1 (stereo unspecified) | -4% | -4% | -2% | -4 | -1 | 1%
O=C(CCCl)Nc1ccc(S(=O)(=O)NCc2ccco2)cc1 | ? | -4% | 5% | 4 | -1 | -4%
O=C(Nc1ccc2c(c1)OCO2)C1CCCN1C(=O)Nc1ccccc1F (stereo unspecified) | 0% | ? | 4% | -5 | 2 | 3%
CCOc1ccc(S(=O)(=O)N2CCN(C(=O)C3CCC3)CC2)cc1 | 0% | ? | . | . | . | -15%
Cc1onc(-c2ccccc2Cl)c1C(=O)NCCN1CCOCC1 | -31% | -13% | 6% | -14 | -1 | .
Cc1ccc(C(=O)CSc2nnc(-c3ccccc3)n2-c2ccccc2)o1 | 4% | ? | 6% | -2 | -4 | -11%
Cc1cccc(NC(=O)c2cc(Cl)ccc2[N+](=O)[O-])c1 | 4% | 5% | 1% | 26 | -3 | ?
C=CCn1c(COc2ccc(F)cc2)nnc1SCC(=O)NC1CCCC1 | 0% | -3% | . | . | . | ?
Cc1c(C(=O)Nc2ccccc2)c2cc(O)ccc2n1Cc1ccccc1 | -1% | 0% | -17% | 7 | -3 | -14%
O=C1c2ccccc2C(=O)c2c1ccc1c(=O)n(C3CCCCC3)[nH]c21 | -2% | -22% | ? | 27* | 5 | ?
Cc1cc(OCC(=O)Nc2ccc(CN3CCOCC3)cc2)ccc1Cl | 0% | -25% | . | -9 | 5 | -19%
CN(Cc1ccc(F)cc1)C(=O)CNC(=O)c1cccs1 | -11% | 23% | . | . | . | -6%
O=C(Nc1ccc(F)cc1F)N1CCN(c2ncccn2)CC1 | 3% | 10% | 0% | 6 | 3 | 5%
Cc1cc(NC(=O)c2ccc(Cl)cc2)c(C)cc1O | -3% | 26% | 1% | 66 | 13 | 11%
Cc1ccc(S(=O)(=O)N(C)c2ccc(C(=O)NCCc3ccccc3)cc2)cc1 | 6% | 10µM* | -1% | 62* | 32* | ?
CCN(CC)S(=O)(=O)c1cccc(C(=O)Nc2nc3cc4c(cc3s2)OCCO4)c1 | 15%[11.4 µM] | 17% | -1% | 19 | 9 | .
N=c1c(C(=O)NCC2CCCO2)cc2c(=O)n3ccccc3nc2n1Cc1ccc(Cl)cc1 (stereo unspecified) | -7% | ? | . | -4 | -2 | 10µM*
COc1ccc(S(=O)(=O)N(C)C2CCS(=O)(=O)C2)cc1OC (stereo unspecified) | -1% | 18% | 5% | 4 | -5 | 16%
CCOc1ccc(N2C(=O)/C(=C/c3ccco3)N(C)C2=S)cc1 | 50µM* | 2.1µM* | -10% | -7 | -4 | 8%
Cc1ccc(NC(=O)c2cccc(C(=O)Nc3ccc(C)c(C)c3)n2)cc1C | 5% | ? | 2% | -4 | -3 | ?
New compounds follow
SMILES | Sm TGR block | Pf growth 96h | FBPA Giardia inh | Shiga toxin inh | Cycloheximide cs | Pf growth 48h
COc1ccc(-c2nn(CCC#N)cc2C(=O)Nc2ccccc2Cl)cc1 | -2% | -18% | 1% | -6 | -1 | ?
COc1ccc(/C=N\NC(=O)c2ccccc2OC)cc1COc1ccccc1C | 0% | -7% | 2% | 3 | 7 | 13µM*
CC(C)n1c(SCC(=O)NCc2ccco2)nnc1C1CC1 | 18µM* | ? | -8% | 18 | -2 | -18%
O=C(CSc1ncc(-c2ccc(F)cc2)[nH]1)NCc1ccco1 | -15% | . | 5% | 48 | 13 | 20%
CCOc1ccc(C(=O)C2CCN(C(=O)c3ccc([N+](=O)[O-])cc3)CC2)cc1 | -20% | ? | 8% | 8 | 2 | -1%
CC(/C=C/c1ccccc1)=N\NC(=O)c1ccc(Br)cc1 | 5% | 1% | 9% | 16 | -4 | ?
COCCNC(=O)Nc1ccc2nc(C)sc2c1 | 1% | 23% | -12% | 64 | 13 | 19%
CCOC(=O)CSc1nc2c(c(=O)[nH]c(=O)n2C)n1C/C=C(/C)Cl | 0% | 2% | -1% | -7 | -3 | 6%
COc1ccccc1NC(=O)C1CCCCC1 | 1% | . | 1% | 14 | 5 | 5%
COCCN(C(=O)c1ccco1)C(C(=O)NC1CCCC1)c1cccs1 (stereo unspecified) | -6% | ? | 1% | 35 | -5 | -6%
COc1ccc(C(=O)OCCNC(=O)c2c(Cl)nc3ccccn23)cc1 | -30% | ? | 4% | -13 | 1 | 7%
N#Cc1ccc(OCC(=O)Nc2ccc(N3CCCC3)cc2)cc1 | -33% | -22% | . | . | . | -18%
O=C(COC(=O)/C=C/c1ccc(C(F)(F)F)cc1)NC1CCCC1 | -20% | ? | . | -21 | -2 | -10%
CCS(=O)(=O)c1ccc(O)c(NC(=O)COc2ccc(OC)cc2)c1 | 6% | ? | 17% | -12 | -3 | 24%
CN(c1ccccc1)S(=O)(=O)c1ccc(C(=O)OCC(=O)NC(N)=O)cc1 | -12% | 0% | 4% | -6 | 0 | -4%
CC1CCC(NC(=O)C2CCC(CNS(=O)(=O)c3cccc4cccnc34)CC2)CC1 (stereo unspecified) | -14% | 12µM* | . | 8 | 2 | -9%
C/C(=N\NC(=O)COc1ccc(C)cc1C(C)C)c1ccc(-n2ccnc2)cc1 | -5% | ? | 11% | 26 | 17* | ?
CCOc1cc(C)c(S(=O)(=O)NC2CCCCC2)cc1C | 15% | 6% | -14% | 33 | 8 | 2%
COc1ccccc1NC(=O)c1ccc(NC(=O)COC(=O)C(C)C)cc1 | 32µM* | 6.6µM* | -1% | -2 | 9 | 7.4µM*
CCCOc1ccc(C(=O)NCCCn2ccnc2)cc1 | 7% | ? | 1% | -8 | -1 | ?
Cc1cccc(CSCc2ccc(C(=O)O)o2)c1 | 50µM* | 168%[activator] | 20% | 25 | 16* | 0%
CC(C)Cn1c(-c2ccc(C#N)cc2)nc2c1c(=O)[nH]c(=O)n2CC(C)C | -10% | 10µM* | -1% | -10 | 2 | .
COc1ccc(N2CCN(C(CNC(=O)C(=O)NCc3ccncc3)c3ccco3)CC2)cc1 (stereo unspecified) | 6% | -19% | 3% | -7 | -3 | -15%
CC(=O)c1cccc(NC(=O)COC(=O)c2ccccn2)c1 | ? | 21% | 3% | 15 | -1 | 21%
CCC(C)NCCCCOc1ccc(C)cc1[N+](=O)[O-] (stereo unspecified) | 5% | 47%[activator] | ? | -11 | -4 | 3%
COC(=O)C1=NN(c2cccc(C)c2)C2C(=O)N(c3ccccc3OC)C(=O)C12 (stereo unspecified) | 1% | 9% | 0% | -11 | -3 | 8%
CCOc1ccc(N=C2NC(=O)S/C2=C\c2ccc(O)cc2)cc1 | -5% | 12% | 4% | -13 | 4 | 4%
c1ccc2nc3ccccc3cc2c1 | . | . | 1% | 47* | 40* | .
